Screens from PubChem.
GPR35 arrestin U2OS: GPR35 antagonists blocking zaprinast-driven arrestin recruitment, primary screen, imaging, U2OS, beta-arrestin-GFP, zaprinast agonist (AID 2058). one-dose inhibition, % at 10 µM; IC50 in µM for titrated hits. U2OS GPR35 beta-arrestin-GFP translocation imaging, zaprinast antagonism; higher % means a stronger effect. hit rate 0.052% among 290,000;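 active means inhibition of at least 50% with at least 30 cells and total cytoplasm GFP at most 10,000,000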
West Nile virus CPE: West Nile virus antiviral activity, cell-based, CPE readout (AID 1621); West Nile virus-infected cells, CPE inhibition; higher % means a stronger effect; CPE inhibition, % at 10 µM, or IC50 in µM where a hit was titrated; hit rate 0.02% among 290,000; in the data active means a potency from the dose series; further: strong numbers were not always called active
GPR55 LPI antagonism: GPR55 antagonists blocking LPI-driven arrestin recruitment, primary screen, imaging, U2OS, beta-arrestin-GFP, LPI agonist (AID 2013). U2OS GPR55 beta-arrestin-GFP translocation imaging, LPI antagonism; higher % means a stronger effect. inhibition, % at 10 µM, or IC50 in µM where a hit was titrated. hit rate 0.13% among 290,000;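 active means spots per cell inhibited over 60%, with over 100 cells counted and total cytoplasm intensity under 500,000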;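 further: U2OS cells stably carrying GPR55 and arrestin-GFP stimulated by 5 µM LPI near EC80; imaged beta-arrestin-GFP aggregate spots per cell after agonist stimulation; plate controls were LPI-stimulated DMSO wells for no effect and DMSO wells without LPI for full effect; some results filed as inactive read as strong as hits; confirmed hits need IC50 under 10 µM and bright autofluorescent wells are also inconclusive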
NOD1 NF-kB reporter: NOD1 signaling inhibitors, primary screen, cell-based, luminescence, uHTS (AID 1578); NOD1-driven NF-kB luciferase reporter cells, luminescence; higher % means a stronger effect; inhibition, % at 4 µM; hits with a dose series show EC50 in µM; hit rate 1% among 290,000; in the data active means inhibition mostly above about 36%, no sharp cut-off; inactive means mostly below about 34%;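 further: HEK-293T reporter cells stimulated with the NOD1 agonist gamma-tri-DAP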
KOR beta-arrestin-1: kappa opioid receptor blockers – cell-based, luminescence, uHTS (AID 1778); KOR beta-arrestin recruitment, luminescence, antagonist mode; higher % means a stronger effect; inhibition, % at 10 µM, or IC50 in µM where a hit was titrated; hit rate 0.091% among 290,000; in the data active means inhibition above about 50%; further: strong numbers were not always called active
HIV fusion peptide: inhibitors of HIV fusion peptide binding, primary screen, biochemical, uHTS, fluorescence dequenching (AID 1986) | cell-free peptide binding, fluorescence dequenching, 30 min; higher % means a stronger effect | inhibition, % at 20 µM, or IC50 in µM where a hit was titrated | hit rate 0.3% among 290,000; in the data active means inhibition mostly above about 52%, no sharp cut-off; inactive means mostly below about 76%; further: some results filed as inactive read as strong as hits
KOR beta-arrestin-2: KOR agonists, beta-arrestin recruitment, primary screen, cell-based, luminescence, uHTS (AID 1777); hit rate 0.02% among 280,000; one-dose activation, % at 10 µM; EC50 in µM for titrated hits; KOR beta-arrestin recruitment, luminescence; higher % means a stronger effect; in the data active means activation above about 50%, passing the limit was not always enough; further: a part of the inactive calls stands beside numbers as strong as those of hits
NS5 inhibitors: Dengue-2 NS5 methyltransferase inhibitors, primary screen, biochemical, confirmation dose response (AID 588689). Dengue-2 NS5 methyltransferase capping enzyme assay, biochemical; higher % means a stronger effect. inhibition, % at 25 µM; hits with a dose series show IC50 in µM. hit rate 0.3% among 340,000; in the data active means a potency from the dose series
GPR55 beta-arrestin: selective activators of receptor GPR55 – imaging, U2OS cells, beta-arrestin-GFP redistribution, primary screen (AID 1961); U2OS GPR55 beta-arrestin-GFP redistribution imaging; higher % means a stronger effect; one-dose activation, % at 10 µM; EC50 in µM for titrated hits; hit rate 0.048% among 290,000;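 active means activation above 40% with more than 50 cells counted in the well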;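 further: U2OS osteosarcoma cells stably expressing GPR55 and beta-arrestin-GFP; plate controls were DMSO negative control for no effect and LPI positive control for full effect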
NS5 inhibitors pilot replicate: recorded beside NS5 inhibitors, whose call it bears; inhibition, %; measured here: pilot screen replicate inhibition
Active calls of the source: *; / = not tested or not shown; [ ] = another dose, or the depositor's remark. These rows are one share of the data (hit frequency here may not be typical).

SMILES	GPR35 arrestin U2OS	West Nile virus CPE	GPR55 LPI antagonism	NOD1 NF-kB reporter	KOR beta-arrestin-1	HIV fusion peptide	KOR beta-arrestin-2	NS5 inhibitors	GPR55 beta-arrestin	others
Cc1ccccc1-n1c(=O)[nH]c(=O)c2c(N)c(C(=O)c3ccc(Cl)cc3)sc21	-5%	-0.9%	19%	-11%	-7%	0.0%	-3.0%	-7%	-0.4%
CCC(C)[C@@H](N)C(=O)N/N=C/c1ccc2ncccc2c1 (stereo partly specified)	-5%	-0.4%	-1%	-2%	36%	-2.5%	-2.7%	-4%	-0.4%
O=C(CCCOc1ccccc1)NC(=S)Nc1ccccc1	14%	0.3%	4%	-19%	-6%[20 µM]	0.0%	-2.9%	-2%	0.0%
COc1ccc(/C(C)=C(\C#N)C(=O)OC(C)C)cc1OC	2%	0.4%	4%	-34%	22%	-1.1%	-0.9%	-5%	-0.4%
O=C(NNC(=O)c1ccccc1-n1cccc1)c1ccc(Cl)cc1	8%	-0.2%	-20%	4%	-63%	-1.7%	2.8%	-6%	0.2%
Oc1ccc(Cl)cc1CNc1ccc(Br)cn1	-7%	-0.1%	-7%	-21%	-19%	0.8%	1.8%	-4%	-0.1%	NS5 inhibitors pilot replicate=-2.7
CCCCN1C2CCCC1CC(NC(=O)c1ccccc1Cl)C2 (stereo unspecified)	4%	0.2%	15%	-23%	-23%	-0.5%	-1.8%	7%	-0.1%
CC(NC(=O)CN1CCN(c2cccc(Cl)c2)CC1)c1ccccc1 (stereo unspecified)	0%	-1.1%	-2%	56%	-20%[20 µM]	-0.2%	-3.5%	-3%	-0.2%
O=C(c1ccc(Cl)cc1)N1CCN=C1c1ccccc1	-1%	-0.5%	-10%	-23%	-18%	-1.9%	-3.1%	-6%	-0.2%
COc1cccc(-c2cc(C(=O)NCc3ccco3)no2)c1	3%	0.4%	2%	-36%	-17%	0.9%	-5.9%	-2%	0.3%
O=c1[nH]c2ccc(S(=O)(=O)Nc3ccc(Br)cc3)cc2[nH]1	8%	0.1%	8%	-7%	-58%	0.1%	-2.1%	-11%	-0.1%
CNC(=O)c1ccccc1Sc1ccccc1CO	7%	0.1%	-5%	4%	-10%	0.0%	-0.4%	1%	-0.1%
Oc1ccccc1CNCCCN1CCOCC1	0%	0.4%	-2%	-39%	-12%[20 µM]	-0.8%	-1.6%	-6%	0.3%
CCNc1c(NC(=O)c2cccs2)c(=O)oc2ccccc12	8%	-0.2%	-9%	-43%	-30%	1.7%	3.5%	-7%	-0.2%
COc1ccc(NC(=O)CCNS(=O)(=O)c2cccc(C(C)=O)c2)cc1S(N)(=O)=O	6%	-0.3%	2%	-13%	-5%	0.2%	-1.6%	-6%	/
O=C1C2C3c4ccccc4C(c4ccccc43)C2C(=O)N1c1ccncc1 (stereo unspecified)	-12%	-0.8%	-1%	-29%	-16%	-0.4%	1.0%	-9%	0.5%
CCC(NC(=O)NNC(=O)c1ccncc1)(C(F)(F)F)C(F)(F)F	1%	0.1%	0%	-4%	26%	0.4%	-4.6%	2%	0.3%
Cc1ccc(-c2cc(-c3ccc4c(c3)OCO4)c(C#N)c(N)n2)o1	5%	0.4%	3%	24%	21%	-2.5%	0.7%	-15%	0.1%
Cc1cc(C)cc(OCC(=O)NNC(=O)CN2C(=O)c3ccccc3C2=O)c1	8%	-0.2%	2%	-18%	8%	-0.4%	0.0%	-4%	-0.3%
O=C(NCCN1CCOCC1)C1CCC(CNS(=O)(=O)c2ccc(Cl)cc2)CC1 (stereo unspecified)	0%	-0.3%	-1%	5%	15%	-1.0%	-4.4%	1%	-0.1%
Cc1cc(NC(=O)c2cnn3cccnc23)n(-c2ccccc2)n1	14%	1.3%	-8%	25%	-32%	-1.6%	-2.4%	-1%	-0.1%
COc1ccc(OC)c(NC(=O)CNC(=O)Cn2c(C)cc3ccccc3c2=O)c1	-16%	-0.7%	-11%	10%	-13%	3.9%	-7.1%	6%	-0.1%
O=S(=O)(NCc1ccccn1)c1ccc2c(c1)OCCO2	2%	0.3%	8%	-23%	14%	-0.5%	-0.9%	7%	-0.1%
CC(C)Sc1nc2c(c(=O)n(C)c(=O)n2C)n1Cc1ccc(Cl)cc1	10%	-0.5%	2%	17%	-19%	0.8%	-1.3%	-9%	-0.1%

As a working copy, two of the compounds above.
SMILES	GPR35 arrestin U2OS	West Nile virus CPE	GPR55 LPI antagonism	NOD1 NF-kB reporter	KOR beta-arrestin-1	HIV fusion peptide	KOR beta-arrestin-2	NS5 inhibitors	GPR55 beta-arrestin	others
Oc1ccccc1CNCCCN1CCOCC1	0%	0.4%	-2%	-39%	-12%[20 µM]	-0.8%	-1.6%	-6%	0.3%
CCNc1c(NC(=O)c2cccs2)c(=O)oc2ccccc12	8%	-0.2%	-9%	-43%	-30%	1.7%	3.5%	-7%	-0.2%

The results go on:
SMILES	GPR35 arrestin U2OS	West Nile virus CPE	GPR55 LPI antagonism	NOD1 NF-kB reporter	KOR beta-arrestin-1	HIV fusion peptide	KOR beta-arrestin-2	NS5 inhibitors	GPR55 beta-arrestin	others
O=C(CN(C(=O)CNS(=O)(=O)c1ccccc1)C1CCCC1)NCC1CCCO1 (stereo unspecified)	1%	0.2%	-12%	1%	4%	-1.8%	-2.2%	-4%	0.2%
O=C(Cn1cc(C(F)(F)F)ccc1=O)NC(c1ccccc1)c1ccccc1	8%	-0.8%	-8%	-15%	-4%	-1.9%	1.5%	1%	0.1%
COc1cccc(CN(CC(=O)NCC2CCCO2)C(=O)CCC(=O)Nc2cc(C)on2)c1 (stereo unspecified)	1%	0.5%	-7%	17%	2%	-0.8%	-1.6%	2%	-0.1%
O=C(Cn1cc(C(F)(F)F)ccc1=O)Nc1cc(S(=O)(=O)N2CCOCC2)ccc1Cl	-8%	2.4%	9%	-32%	-27%	3.6%	-1.1%	-5%	0.3%
O=C(Nc1nnc(C2CC2)s1)c1cc(S(=O)(=O)N2CCCCC2)ccc1N1CCOCC1	-7%	1.0%	-9%	7%	16%	-0.4%	-1.9%	1%	0.3%
O=C(O)c1ccccc1/C=N/NC(=O)c1cc(-c2ccco2)nc2ccccc12	12%	0.4%	0%	8%	16%	48%	0.0%	22%	0.2%
CC1CCCCN1CCNC(=O)CC1Oc2ccccc2NC1=O (stereo unspecified)	1%	0.0%	1%	-10%	-8%	-2.5%	-7.1%	-1%	-0.2%
CSCC[C@H](NC(=O)[C@@H]1Cc2ccccc2CN1)C(=O)Nc1cccc(C)c1	-7%	-0.4%	-6%	-1%	-11%	-0.4%	3.1%	-1%	0.3%
Cc1cc(C)c2c(=O)[nH]c(SCC(=O)Nc3ccccc3)nc2n1	-3%	0.2%	2%	-56%	-4%	-0.1%	7.6%	-11%	-0.2%
COCCN1Cc2cccc(C(=O)Nc3cccnc3)c2C1=O	-4%	/	4%	-6%	-27%	-0.2%	-3.2%	1%	-0.1%
CCN(CC)S(=O)(=O)c1ccc(NCc2ccccc2)nc1	2%	-0.7%	14%	-19%	31%	-2.0%	-6.1%	1%	-0.2%
Cc1cc(NC(=O)c2cnccn2)no1	9%	0.1%	-1%	2%	-6%	-2.1%	0.6%	/	0.3%
O=C(CNS(=O)(=O)c1ccccc1)OCC(=O)c1ccc(F)cc1	17%	0.3%	-2%	-5%	-18%	0.0%	4.2%	-4%	-0.3%
Cc1cccn2c(=O)c(/C=C(\C#N)C(=O)NCc3ccccc3)c(N3CCC(C(N)=O)CC3)nc12	0%	0.3%	59%	4%	11%	-1.5%	1.0%	1%	0.7%
O=C(CSc1ccccc1)NCCCc1ccccc1	-1%	0.0%	9%	-22%	5%	-1.5%	-5.0%	0%	0.7%
COc1cnc(N(C)C)nc1Sc1ccc(Cl)cc1	-5%	-0.2%	21%	-40%	4%	-1.0%	-1.8%	-1%	-0.1%
O=C(NC1CCCCCC1)C1CCN(S(=O)(=O)N2CCC3(CC2)OCCO3)CC1	7%	-1.2%	6%	15%	11%	-1.6%	-1.2%	-2%	-2.3%
CCOC(=O)/C(C#N)=C/C1=C(N2CCOCC2)C(C)(C)OCC1	0%	0.1%	0%	7%	-18%	1.7%	1.8%	-7%	0.5%
O=C(Cc1ccc(F)cc1)Nc1ccccc1N1CCCC1	9%	-0.8%	-12%	-2%	-6%	-1.5%	-1.3%	-7%	0.3%
COC(=O)CCCCCNc1ccc(C(=O)OC)cc1N	4%	0.8%	3%	-6%	-50%	-0.9%	1.1%	-13%	0.0%
CCCNC(=O)CCc1c(C)nc2c(c(C)nn2-c2ccccc2)c1C	-12%	-0.4%	0%	-6%	4%	-2.7%	0.5%	-3%	-0.3%
COc1ccc(Br)cc1-c1nc2c(c(=O)[nH]c(=O)n2Cc2ccccc2)n1C	13%	-0.4%	13%	2%	-8%	0.2%	-2.8%	-8%	-0.2%
COC(=O)c1c(C)nc2nonc2c1N	6%	-0.3%	4%	-10%	-44%[20 µM]	-1.8%	4.6%	-12%	-0.1%
CCC(=O)Nc1ccc(C(=O)Cn2nc(C(=O)O)c3ccccc3c2=O)cc1	-4%	/	2%	-35%	2%	5.6%	0.8%	/	-0.2%
CC1C=CCC2C(=O)N(c3cccc(C(=O)Nc4ccc(F)cc4)c3)C(=O)C12 (stereo unspecified)	-16%	-0.4%	3%	-22%	25%	0.7%	-1.7%	2%	0.3%
CC(C)(C)c1ccc(C(=O)N/C(N)=N/c2nc3ccccc3o2)cc1	7%	0.2%	9%	24%	-15%	0.8%	-3.5%	-6%	-0.1%
COc1ccc(NC(=O)CCNC(=O)C2CCN(S(=O)(=O)c3ccc(OC)cc3)CC2)cc1	10%	-0.1%	16%	2%	-39%	3.4%	3.8%	-6%	0.2%
COc1cccc(NC(=O)c2c(C)nn(-c3ccccc3)c2Cl)c1	6%	-0.2%	0%	-17%	-64%[20 µM]	1.6%	-0.7%	-3%	-0.1%
CN1CCN(C(=O)C2=C[C@H](C(C)(C)C)C[C@H](OCCCCO)O2)CC1	-14%	-0.1%	-6%	-17%	-12%	0.4%	2.4%	2%	-0.2%
COc1cc(C)ccc1OCc1cc(C(=O)N(C)CCCN2CCOCC2)no1	9%	-0.3%	-5%	-50%	-37%	-0.7%	2.2%	-4%	0.5%
COc1ccc(CCNC(=O)COc2ccc(N(C)S(=O)(=O)c3ccc(Cl)cc3)cc2)cc1	-2%	-1.4%	0%	2%	6%	-0.8%	-2.6%	-8%	-0.5%
CCN1CCN(CC(=O)Nc2ccc3c(c2)OCO3)C(=O)C1=O	-7%	-0.1%	-4%	-12%	7%	3.9%	-1.0%	-3%	-0.4%
Cc1ccc(-n2[nH]c(C)c(/C=N/NC(=O)c3ccc(O)cc3O)c2=O)cc1	-4%	-0.4%	-3%	-1%	-59%	31%	-0.1%	7%	0.0%
CCCCn1nnnc1SCC(=O)NCc1ccco1	4%	/	-4%	-10%	-2%	9.1%	0.0%	0%	-0.2%
COc1ccc(C(=O)N2CCCC(CCC(=O)NCc3ccccc3F)C2)c(OC)n1 (stereo unspecified)	6%	-0.8%	0%	-24%	-56%	0.9%	-4.4%	-10%	0.4%
